All columns: NCI-60 one-dose screen, growth in % after 48 h at 10 µM unless noted; 100 = growth as untreated, 0 = no growth, -100 = all killed.
CCRF-CEM – CCRF-CEM leukemia; hit rate 7% among 77,000; AID 1794778
MDA-MB-468 – MDA-MB-468 breast cancer; AID 2202374; hit rate 8.5% among 78,000
SR – SR leukemia cells | hit rate 8.7% among 73,000
MDA-MB-435 – MDA-MB-435 melanoma; hit rate 7.8% among 82,000; AID 1794794
MOLT-4 – MOLT-4 leukemia cells; hit rate 6.9% among 80,000
HOP-62 – HOP-62 NSCLC; hit rate 3.9% among 80,000
RPMI-8226 – RPMI-8226 leukemia cells; hit rate 7.5% among 77,000; AID 1794781
K-562 – K-562 leukemia | hit rate 7.4% among 78,000 | AID 1794777
Numbers without * were called inactive; . = not tested or not shown; & = joins results of further samples; [ ] = another dose, or the depositor's remark. How the source made its calls: active means growth percent below 10; inactive means the rest.

SMILES	CCRF-CEM	MDA-MB-468	SR	MDA-MB-435	MOLT-4	HOP-62	RPMI-8226	K-562
O=C(N=Nc1c(Cl)c(O)c2ccccc2c1O)C(=O)Nc1cccc(C(F)(F)F)c1	6.6*	81	32	-29*	35	48	77	58
CN1CCN(c2ccnc(SCC(=O)c3ccc(Cl)cc3)n2)CC1	91	90	80	92	93	80	88	96
COc1ccc(-c2nn(-c3ccccc3)cc2C2CC(c3ccc(Cl)c(Cl)c3)=NN2c2ccc(S(N)(=O)=O)cc2)cc1 (centres undefined)	55	89	63	63	66	90	61	49
CCNc1cc2nc(-c3ccccc3)nn(-c3ccccc3)c-2cc1=O	100	88	85	106	104	104	99	96
CCN1CCN(c2nc(O)c(/C=C3\C=Nc4cc(Cl)ccc43)s2)CC1	77	101	57	92	80	103	86	72
CN(C)CC(O)(C(=O)O)C(=O)O	103	96	98	104	87	102	98	108
O=C(Nc1ccc([N+](=O)[O-])cc1)OCC#CC#CCOC(=O)Nc1ccc([N+](=O)[O-])cc1	48	.	57	68	56	75	33	43
CCCCCCCCCCN=C(N)N=C(N)N	36	-13*	38	38	31	51	35	21
O=c1c2ccccc2nc2n1Cc1nc3ccccc3c(=O)n1C2	112&96	91	86	101&93	31&99	105&114	102&93	63&107
O=C(CN1C(=O)S/C(=C\c2ccc(F)cc2)C1=O)Nc1ncc(Cc2ccccc2Cl)s1	107	115	137	111	146	119	106	.
O=C(O)C(C(=O)O)c1ccccc1	92	90	88	101	95	92	87	104
COc1cc(C(=O)c2cc(C)c3[nH]c4ccc(C)cc4c3c2C)cc(OC)c1OC	14	-20*	.	17	17	39	13	12
COc1ccc(CCn2cncc2-c2c[nH]c3ccccc23)cc1	101	95	93	100	93	73	73	87
C[C@]12CCC(=O)C=C1CCC1C2[C@@H](O)C[C@@]2(C)C1CC[C@]2(O)C(=O)COC(=O)CCC(=O)O (some centres undefined)	65	109	105	96	115	112	64	117
COc1cc(CC(CC(=O)c2ccc3c(c2)OCO3)(C(=O)O)C(=O)O)cc(OC)c1OC	110	107	118	110	113	90	110	106
COc1cc2c(cc1NC(=O)C(F)(F)F)-c1ccc(NC(=O)C(F)(F)F)cc1C2	98	58	107	100	105	45	103	100
c1coc2occoc=2o1	99	99	114	102	114	95	100	99
COc1cc2c(cc1OC)CN(CCCOc1cc(O)c3c(=O)cc(-c4ccccc4)oc3c1)CC2	105	101	91	105	93	77	90	96
CCOc1c(C#N)c(=Nc2ccc(S(N)(=O)=O)cc2)c(C#N)c2n1CC(c1ccccc1)=NN2	95	92	90	107	94	96	90	100
O=C(NCCCl)Nc1nccnc1OCc1ccc(F)cc1	96	102	.	107	92	91	96	99
CC(C)(C)c1ccc(OC(=O)c2ccc([N+](=O)[O-])cc2)cc1	97	102	94	106	102	104	108	101
Cc1nn2c(CCC(=O)c3nc4ccccc4[nH]3)nnc2s1	103	115	.	110	96	97	112	.
Cc1cc([N+](=O)[O-])cc(Cl)c1O	100	99	.	107	105	106	103	105
C[C@H]1[C@H](C)CC[C@]2(C(N)=O)CC[C@]3(C)C(=CC[C@@H]4[C@@]5(C)CCC(=O)C(C)(C)[C@@H]5CC[C@]43C)[C@H]12	95	109	80	101	79	93	93	84
Oc1c(-c2nnc(SCc3ccccc3)o2)sc2nnc(-c3ccccc3)c(-c3ccccc3)c12	67	101	106	99	86	105	93	.
COc1ccc(/C(=N\NC(N)=S)c2ccc(F)cc2)cc1OC	98	110	99	101	97	102	102	101
CC(NC(=O)c1ccccc1)C(=O)Nc1ccccc1 (centres undefined)	90	109	90	112	101	103	.	91
CCCCc1nc(/C=C/C(=O)c2ccc(C(F)(F)F)cc2)c(Cl)[nH]1	86	72	92	100	77	86	26	94
C#CCn1cc(/C=N/Nc2nc(-c3ccc(Cl)cc3)cs2)c2ccccc21	100	103	100	103	90	94	97	94
CCOC(=O)c1c(NC(=O)c2ccccc2C(F)(F)F)sc2c1CCC(=O)C2	10	59	24	73	94	65	-6.1*	13
O=C1/C(=C/c2cc(Cl)cc(I)c2O)Cc2cc3c(cc21)OCO3	102	109	101	98	121	101	104	109
C=CCn1cc(-c2nc3ccccc3s2)c2cc(-c3ccc4c5c(cccc35)C(=O)N(c3ccc(F)cc3)C4=O)ccc21	111	110	106	104	112	91	103	103
Cc1nn(-c2ccc(F)cc2)c2nc[nH]c(=O)c12	101	112	102	107	97	107	110	98
O=C(Nc1ccccc1Cl)c1ccccc1CC(O)(c1ccccc1)c1ccccc1	90	57	63	26	87	62	60	66
COc1ccc2occ(C3=C(c4c[nH]c5ccccc45)C(=O)NC3=O)c2c1	52	-2.9*	29	1.8*	30	42	53	22
O=C(O)Cn1cc(I)c(=O)c(I)c1	104	111	83	112	92	97	.	90
O=C(COc1cc(O)c2c(=O)cc(-c3ccccc3)oc2c1)Nc1cccnc1	100	95	94	108	99	84	101	86
O=C(O)N1CCc2c(sc3ccccc23)C1	92	94	124	105	130	90	62	96
C=C(C=O)[C@@H]1CC[C@]2(C)[C@H](CC[C@@H]3[C@H]4[C@H]5OC(=O)[C@@]4(CCC5(C)C)CC[C@]32C)[C@@]1(C)CCC#N	45	98	73	95	55	125	68	84
CCn1c(-c2cc3c([nH]c4ccccc43)c(-c3cccc(O)c3)n2)n[nH]c1=S	28	16	-3.8*	-24*	26	18	19	14
Clc1nc(Cl)c2c(ccn2Cc2ccccc2)n1	36	107	38	78	56	105	86	73
NS(=O)(=O)c1ccc(-n2cc(CN3CCNCC3)nn2)cc1	109	-22*	100	106	103	102	110	96
O=C(CN1CCN(c2cccc(Cl)c2)CC1)N1CCN(c2nnc(-c3ccc(Cl)cc3)c(-c3ccc(Cl)cc3)n2)CC1	49	97	.	72	36	116	-33*	39
CC1=NN(c2nc(-c3c(O)cc(C)oc3=O)cs2)C(=O)/C1=C\c1ccc(N(C)C)cc1	66	87	68	98	86	109	98	96
CCOC(=O)Cn1c(C(C)C)nc2ccccc21	99	98	.	107	96	89	102	95
Cc1cnnc(N)n1	91	104	.	117	115	110	114	117
Oc1ccc2ccccc2c1CNc1ccc(Cl)cc1	84	120	85	68	90	77	94	47
C=CCNC(=O)OC(C)C	.	107	96	105	108	102	107	114
COC(=O)c1c(O)cc(OC)cc1OC	105	105	97	99	99	103	117	105
CC(=O)C1=CC[C@H]2[C@@H]3CCC4=CC(=O)CC[C@]4(C)[C@H]3CC[C@]12C	102	80	122	95	142	104	99	130
O=C(NNC(=S)Nc1ccccc1)c1cc(-c2ccncc2)n(-c2ccccc2)n1	84	98	98	109	94	109	93	103
CN1C[C@@H](c2ccc(Cl)cc2)[C@]2(NC(=S)N(c3ccc(F)c(Cl)c3)C2=O)[C@@]12C(=O)NC1C=CC(Cl)=C[C@H]12 (some centres undefined)	6.7*	49	0.5*	57	3.3*	80	2.7*	10
Cc1ccncc1CNC(=O)c1ccccc1	106	107	98	97	94	115	.	98
CC1=NS(=O)(=O)c2cc(Cl)ccc2N1	107&104&105	99&89	94	105&113&101	71&111&80	91&100	79&101&104	100&104
COc1ccc(CN2C(=O)CSC2c2ccc3c(c2)OCO3)cc1OC (centres undefined)	102	83	.	88	77	102	80	104
C=CCNc1nc2cc3c(C)c(CC)c(=O)oc3c(C)c2o1	84	96	64	96	79	78	101	88
C[C@H]1[C@H](C)CC[C@]2(COC(=O)c3cccnc3)CC[C@]3(C)C(=CC[C@@H]4[C@@]5(C)CCCNC(C)(C)[C@@H]5CC[C@]43C)[C@H]12	50	43	-8.3*	68	44	100	.	14
COc1ccc(/C=C/C(=O)c2ccc(NC(=O)CSc3nnc(-c4ccc(OC)c(OC)c4)o3)cc2)cc1OC	99	106	106	98	104	105	101	104
Cc1cc(C)c2c(Cn3nnc(N)c3C#N)cc(=O)oc2c1	84	98	79	84	80	89	102	76
O=C(O)/C=C/c1ccc([N+](=O)[O-])cc1Cl	.	96	.	97	94	131	105	108

20 entries from above, with bars between the fields:
structure | CCRF-CEM | MDA-MB-468 | SR | MDA-MB-435 | MOLT-4 | HOP-62 | RPMI-8226 | K-562
Clc1nc(Cl)c2c(ccn2Cc2ccccc2)n1 | 36 | 107 | 38 | 78 | 56 | 105 | 86 | 73
NS(=O)(=O)c1ccc(-n2cc(CN3CCNCC3)nn2)cc1 | 109 | -22* | 100 | 106 | 103 | 102 | 110 | 96
O=C(CN1CCN(c2cccc(Cl)c2)CC1)N1CCN(c2nnc(-c3ccc(Cl)cc3)c(-c3ccc(Cl)cc3)n2)CC1 | 49 | 97 | . | 72 | 36 | 116 | -33* | 39
CC1=NN(c2nc(-c3c(O)cc(C)oc3=O)cs2)C(=O)/C1=C\c1ccc(N(C)C)cc1 | 66 | 87 | 68 | 98 | 86 | 109 | 98 | 96
CCOC(=O)Cn1c(C(C)C)nc2ccccc21 | 99 | 98 | . | 107 | 96 | 89 | 102 | 95
Cc1cnnc(N)n1 | 91 | 104 | . | 117 | 115 | 110 | 114 | 117
Oc1ccc2ccccc2c1CNc1ccc(Cl)cc1 | 84 | 120 | 85 | 68 | 90 | 77 | 94 | 47
C=CCNC(=O)OC(C)C | . | 107 | 96 | 105 | 108 | 102 | 107 | 114
COC(=O)c1c(O)cc(OC)cc1OC | 105 | 105 | 97 | 99 | 99 | 103 | 117 | 105
CC(=O)C1=CC[C@H]2[C@@H]3CCC4=CC(=O)CC[C@]4(C)[C@H]3CC[C@]12C | 102 | 80 | 122 | 95 | 142 | 104 | 99 | 130
O=C(NNC(=S)Nc1ccccc1)c1cc(-c2ccncc2)n(-c2ccccc2)n1 | 84 | 98 | 98 | 109 | 94 | 109 | 93 | 103
CN1C[C@@H](c2ccc(Cl)cc2)[C@]2(NC(=S)N(c3ccc(F)c(Cl)c3)C2=O)[C@@]12C(=O)NC1C=CC(Cl)=C[C@H]12 (some centres undefined) | 6.7* | 49 | 0.5* | 57 | 3.3* | 80 | 2.7* | 10
Cc1ccncc1CNC(=O)c1ccccc1 | 106 | 107 | 98 | 97 | 94 | 115 | . | 98
CC1=NS(=O)(=O)c2cc(Cl)ccc2N1 | 107&104&105 | 99&89 | 94 | 105&113&101 | 71&111&80 | 91&100 | 79&101&104 | 100&104
COc1ccc(CN2C(=O)CSC2c2ccc3c(c2)OCO3)cc1OC (centres undefined) | 102 | 83 | . | 88 | 77 | 102 | 80 | 104
C=CCNc1nc2cc3c(C)c(CC)c(=O)oc3c(C)c2o1 | 84 | 96 | 64 | 96 | 79 | 78 | 101 | 88
C[C@H]1[C@H](C)CC[C@]2(COC(=O)c3cccnc3)CC[C@]3(C)C(=CC[C@@H]4[C@@]5(C)CCCNC(C)(C)[C@@H]5CC[C@]43C)[C@H]12 | 50 | 43 | -8.3* | 68 | 44 | 100 | . | 14
COc1ccc(/C=C/C(=O)c2ccc(NC(=O)CSc3nnc(-c4ccc(OC)c(OC)c4)o3)cc2)cc1OC | 99 | 106 | 106 | 98 | 104 | 105 | 101 | 104
Cc1cc(C)c2c(Cn3nnc(N)c3C#N)cc(=O)oc2c1 | 84 | 98 | 79 | 84 | 80 | 89 | 102 | 76
O=C(O)/C=C/c1ccc([N+](=O)[O-])cc1Cl | . | 96 | . | 97 | 94 | 131 | 105 | 108

Following part.
SMILES	CCRF-CEM	MDA-MB-468	SR	MDA-MB-435	MOLT-4	HOP-62	RPMI-8226	K-562
O=C(c1ccccc1)c1cccc2ccccc12	.	107	107	98	105	104	97	114
CCN(CC)C(=O)c1cc[n+](CC)cc1	.	98	122	96	117	97	.	113
COc1ccc(C(=O)C/C(=C\c2ccc(Cl)cc2)C(=O)NN)cc1	91	99	87	105	88	88	84	100
O=C1c2cccc3c([N+](=O)[O-])ccc(c23)C(=O)N1CCCCl	.	-62*[100 µM]	-6.1*[100 µM]	-89*[100 µM]	-11*[100 µM]	-92*[100 µM]	-12*[100 µM]	-26*[100 µM]
COc1ccc2c(c1OC)C(=O)OC2C1c2c(c(COC(=O)C(NC(=O)OC(C)(C)C)C(C)C)c3c(c2OC)OCO3)CCN1C (centres undefined)	106	.	105	102	.	99	97	89
COc1cc(C)cc2oc3oc(=N)c(-c4csc(-c5cc6ccccc6o5)n4)cc3c(=O)c12	110	101	116	103	108	109	111	111
C[n+]1c(/C=N/NC(N)=S)ccc2ccccc21	96	100	97	91	92	93	98	87
O=C(CCCCCOc1ccc(NC(=O)Nc2ccc(Cl)cc2)cc1)Nc1ccccn1	92	113	83	117	83	97	89	74
CCn1c(SCC(=O)Nc2cccc(C(=O)/C=C/c3ccc(OC)c(OC)c3)c2)nc2ccccc2c1=O	89	94	75	100	104	98	61	88
NC(CSC(c1ccccc1)(c1ccccc1)c1ccc(-c2ccccc2)cc1)C(=O)O (centres undefined)	92	96	87	59	93	105	87	96
C=C(C)[C@@H]1CC[C@]2(C(=O)OC(=O)[C@]34CC[C@@H](C(=C)C)[C@@H]3[C@H]3CC[C@@H]5[C@@]6(C)CCC(=O)NC(C)(C)[C@@H]6CC[C@@]5(C)[C@]3(C)CC4)CC[C@]3(C)[C@H](CC[C@@H]4[C@@]5(C)CCC(=O)NC(C)(C)[C@@H]5CC[C@]43C)[C@@H]12	91	99	90	98	91	106	67	80
COc1cc(-c2c3c(c(Br)n2Cc2ccccc2)-c2nc(NC(=O)c4ccccc4)sc2CC3)cc(OC)c1OC	79	93	68	97	58	95	69	79
COc1ccc(CCNc2nc3c(c(=O)n(Cc4ccc(Br)cc4)c(=O)n3C)n2C)cc1OC	100	109	99	99	88	113	79	70

Assay outcomes (PubChem)
